mIDH1 inhibitor: human IDH1 R132H inhibition; O75874; IDH1-R132H enzyme, NADPH consumption, diaphorase/resazurin fluorescence; Potency, µM (top dose mostly 76.6 µM), without a hit: at the highest dose activity change, negative = inhibition, usual class: inhibitors; hit rate 0.093% among 390,000; AID 602179; note: potency is the fitted concentration of half-maximal effect; % is set by controls: 0 for no effect and ±100 for the full control effect; nearly all actives have a fitted effect of over 65% in size
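IDH1-R132H (0.5 ug/mL dispensed) in pH 7.5 Tris buffer was preincubated 30 min with compound, then given a substrate mix of 0.016 mM NADPH and 2 mM alpha-KG for 80 min at room temperature; remaining NADPH was read by diaphorase/resazurin fluorescence.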
USP1-UAF1 inh: USP1/UAF1 (human) deubiquitinase inhibition. Potency, µM (doses to about 57.1 µM), for the others: at the top dose activity change, negative = inhibition, most hits filed as inhibitors. O94782. AID 743255. hit rate 0.23% among 390,000. recombinant USP1/UAF1, Ub-Rhodamine cleavage fluorescence; note: potency is the fitted concentration of half-maximal effect; % is set by controls: 0 for no effect and ±100 for the full control effect; nearly all actives have a fitted effect of over 60% in size; inactives centre near -12
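USP1/UAF1 complex (1 nM) preincubated 15 min at room temperature with compound, then Ub-Rho substrate (150 nM final) added. Kinetic fluorescence at 480/540 nm over 6 reads at 60 s intervals; 50 mM HEPES pH 7.8, 0.5 mM EDTA, 0.1 mg/ml BSA, 1 mM TCEP, 0.01% Tween-20.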
TrxR1 substrate: rat thioredoxin reductase 1 substrate activity. O89049. purified TrxR1 substrate turnover, NADPH consumption readout. Potency, µM (titrated, usually from 114 µM), without a hit: at the top dose activity change, negative = substrate turnover. hit rate 0.01% among 390,000; note: potency is the fitted concentration of half-maximal effect; % is set by controls: 0 for no effect and ±100 for the full control effect; nearly all actives have a fitted effect of over 50% in size
Target sequence (O89049 whole entry, looked up): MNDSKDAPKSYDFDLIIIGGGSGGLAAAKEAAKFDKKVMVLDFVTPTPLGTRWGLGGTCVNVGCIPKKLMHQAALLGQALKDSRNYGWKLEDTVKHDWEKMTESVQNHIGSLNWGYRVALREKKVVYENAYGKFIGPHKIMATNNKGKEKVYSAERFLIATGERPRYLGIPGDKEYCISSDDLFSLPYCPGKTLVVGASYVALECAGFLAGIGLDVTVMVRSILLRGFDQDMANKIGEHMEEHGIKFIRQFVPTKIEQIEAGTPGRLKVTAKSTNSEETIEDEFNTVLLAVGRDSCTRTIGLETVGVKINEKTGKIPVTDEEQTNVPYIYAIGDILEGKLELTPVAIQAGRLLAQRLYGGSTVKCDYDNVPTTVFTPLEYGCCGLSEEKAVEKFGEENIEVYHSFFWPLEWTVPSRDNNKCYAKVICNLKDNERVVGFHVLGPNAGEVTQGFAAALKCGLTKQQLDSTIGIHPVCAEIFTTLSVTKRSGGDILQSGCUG
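Rat TrxR1, dispensed at 90 nM, was prereduced with 400 uM NADPH (final) for 5 min at ~22 deg C, then incubated with compound 15 min before 400 uM selenite. A first-read NADPH fluorescence drop versus no-compound background flagged substrates.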
TRHR PAM: allosterically enhances the human TRH receptor; P34981; TRHR cells, fluo-8 calcium fluorescence, EC20 TRH enhancement; enhancement, % at 2 µM; hit rate 0.66% among 360,000; AID 493056; in the data active = enhancement above about 30%; note: 0% is about no effect
Target sequence (P34981 whole entry, looked up): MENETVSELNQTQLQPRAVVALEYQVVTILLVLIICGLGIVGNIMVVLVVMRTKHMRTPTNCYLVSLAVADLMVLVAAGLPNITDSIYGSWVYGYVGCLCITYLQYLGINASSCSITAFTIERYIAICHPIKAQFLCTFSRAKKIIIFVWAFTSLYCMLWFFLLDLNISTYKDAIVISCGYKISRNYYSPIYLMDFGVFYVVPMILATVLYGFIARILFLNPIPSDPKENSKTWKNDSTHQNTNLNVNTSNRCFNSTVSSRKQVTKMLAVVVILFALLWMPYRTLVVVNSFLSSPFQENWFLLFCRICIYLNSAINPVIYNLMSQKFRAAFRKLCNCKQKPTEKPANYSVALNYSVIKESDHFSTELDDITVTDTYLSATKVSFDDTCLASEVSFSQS
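TRHR-expressing cells loaded with fluo-8 calcium dye were read kinetically (ex 480/em 530) during compound addition, then stimulated with an EC20 of TRH (10 nM final). Enhancement of the Gq-mediated intracellular calcium response was scored.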
rTrxR1 inhibitor: rat TrxR1 inhibition; O89049; recombinant rTrxR1, NADPH fluorescence consumption, selenite substrate; Potency, µM (top dose mostly 114 µM), inactives show at the top dose activity change, negative = inhibition, usual class: inhibitors; hit rate 1% among 390,000; note: potency is the fitted concentration of half-maximal effect; % is set by controls: 0 for no effect and ±100 for the full control effect; nearly all actives have a fitted effect of over 65% in size
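Rat TrxR1 (90 nM in the dispensed reagent) was pre-reduced with 400 uM NADPH for 5 min at room temperature, then incubated with compound for 15 min. After 400 uM selenite was added, NADPH fluorescence (Ex 340/Em 450 nm) was followed for 8 min.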
D2 ag: agonists of human D2 dopamine receptor. AID 485358. HEK293 T-REx D2 cells, calcium flux agonist mode. hit rate 0.53% among 340,000. P14416. activation, % at 2 µM;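 active = activation over 3 SD above normal in the single-dose calcium agonist read, cut at about 30% in these data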; note: 0% is about no effect
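Tetracycline-induced HEK293 Trex cells with D2 receptor force-coupled to calcium signaling, plated overnight at 30 C and loaded with no-wash calcium dye. Calcium flux read kinetically for 180 s after compound addition; responses flag agonists.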
D2 antagonist: D2 dopamine receptor (human) antagonism; hit rate 2% among 340,000; HEK293 TREx D2 cells, calcium flux, dopamine EC80; P14416; inhibition, % at 10 µM; AID 485344; in the data active = inhibition above about 30%; note: 0% is about no effect
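Dopamine at EC80 is the agonist stimulus; test compounds precede it by 180 s. Calcium flux read kinetically in a force-coupled, inducible HEK293 T-REx D2 cell line.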
Pin1 inh: blocks the human prolyl isomerase Pin1. Q13526. Pin1 FP peptide displacement, HiFluor488, 10 min. Potency, µM (doses to about 115 µM), without a hit: at the top dose activity, negative = inhibition, most hits filed as inhibitors. hit rate 0.009% among 390,000; active = well fitted inhibition curve with a large enough effect in the polarisation, with a control signal flat, not every such curve was filed as active; inconclusive = small, poorly fitted or top-dose-only effect, or effect the other way, or a change in a side signal; inactive = no such curve, though single readings can be large or run the other way; the % refers to the polarisation; note: potency is the fitted concentration of half-maximal effect; % is set by controls: 0 for no effect and ±100 for the full control effect
Target sequence (Q13526 whole entry, looked up): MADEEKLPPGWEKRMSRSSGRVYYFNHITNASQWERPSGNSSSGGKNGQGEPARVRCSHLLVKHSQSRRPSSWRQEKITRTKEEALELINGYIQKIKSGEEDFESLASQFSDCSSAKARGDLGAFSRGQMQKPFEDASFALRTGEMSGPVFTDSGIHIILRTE
TRHR ag: activates the human TRH receptor; activation, % at 2 µM; hit rate 0.18% among 360,000; AID 493084; TRHR cells, calcium flux fluo-8, FDSS agonist mode; in the data active = activation above about 30%; note: 0% is about no effect
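TRHR-expressing cells loaded with fluo-8 calcium dye; 23 nL library compound pin-transferred, kinetic FDSS fluorescence (Ex 480/Em 530) recorded about 180 s for agonist-induced calcium release, before a 10 nM TRH EC20 addition for potentiator mode.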
* = called active by the depositor; ? = inconclusive; / = no result given; [ ] = remark or other dose. Unless noted, calls come from the whole dose curve; as a rule, active = well fitted inhibition curve with a large enough effect; inconclusive = small, poorly fitted or top-dose-only effect; inactive = no such curve, though single readings can be large or run the other way.

SMILES	mIDH1 inhibitor	USP1-UAF1 inh	TrxR1 substrate	TRHR PAM	rTrxR1 inhibitor	D2 ag	D2 antagonist	Pin1 inh	TRHR ag
O=C(Nc1ccccc1Br)C1CCC(=O)N1Cc1ccccc1Cl (stereo not drawn)	-2%	-4%	4%[57.1 µM]	21	-3%[57.1 µM]	-1.5	-12	-1%	0.5
O=C(CCc1nnc2ccc(N3CCOCC3)nn12)Nc1ccc(F)cc1F	2%	-13%	-8%[57.1 µM]	-3	4%[57.1 µM]	0.2	8	0%	-0.5
CC(=O)c1ccc(NC(=O)c2ccc(C)c(Br)c2)cc1	-3%	-4%	4%[57.1 µM]	8	8%[57.1 µM]	-0.3	-8	4%	-2.0
Cc1ccc(S(=O)(=O)N/N=C\c2ccccc2OCc2ccccc2)cc1	-1%	-13%	6%	/	16%	/	/	?	/
Cc1c(S(=O)(=O)N2CCCCC2)c(=O)n(C)c(=O)n1C	-3%	-7%	-5%[57.1 µM]	3	-7%[57.1 µM]	0.2	-19	1%	0.4
CC(=O)c1ccc(-c2ccc(C(=O)N(C)c3c(N)n(Cc4ccccc4)c(=O)[nH]c3=O)o2)cc1	1%	-8%	-13%	2	-23%	0.1	15	12%	0.2
O=C(Nc1ccccc1Cc1ccccc1)c1ccncc1	-10%	-7%	2%	-11	30%	-0.3	11	-7%	0.1
Cn1nc(-c2ccc(OCC(=O)NCC3CCCO3)cc2)c2ccccc2c1=O (stereo not drawn)	0%	-22%	-7%	-9	-8%	-0.2	11	12%	0.3
O=C(CCNS(=O)(=O)/C=C/c1ccccc1)NCCc1c[nH]c2ccccc12	4%	-16%	-1%	-7	3%	0.2	6	-1%	0.2
Cc1ccc(C2(CC(=O)N3CCCC3)CCOC(C(C)C)C2)cc1 (stereo not drawn)	-2%	-19%	0%	-11	-2%	0.2	20	-1%	0.6
COc1ccc(C(=O)Nc2ccccc2C(=O)N/N=C/c2ccncc2)cc1OC	2%	-3%	10%[11.4 µM]	-7	14%[11.4 µM]	0.2	-15	0%	-0.1
CC(C)Oc1cccc(C(=O)C2CCCN(Cc3cccn3-c3cccnc3)C2)c1 (stereo not drawn)	3%	-15%	3%	-3	12%	-1.6	-5	?	-0.9
CCCCC(=O)Nc1ccc(NC(=O)c2cc(OC)c(OC)c(OC)c2)cn1	1%	-7%	-3%	2	1%	0.7	11	-3%	0.1
COc1cccc(NC(=O)Cn2c(=O)n(-c3ccccc3)c(=O)c3sccc32)c1	5%	-3%	4%	-2	13%	/	/	0%	-0.9
O=C(CCN1C(=O)c2ccccc2C1=O)NCc1cccc(Cl)c1	12%	-13%	8%	-5	22%	3.7	15	-12%	0.4
COc1ccc(C2c3c(n(C)c4ccccc34)C(=O)N2CC(=O)Nc2cccc(Cl)c2C)cc1 (stereo not drawn)	-5%	-1%	15%	-1	30%[activator]	1.4	/	0%	0.3
CCN1CCc2nc(SCC(=O)Nc3ccc(OC)cc3)c(C#N)cc2C1	6%	-19%	-1%	-3	18µM*	0.2	36*	?	0.0
Cc1[nH]nc2c1C1(C(=O)N(Cc3ccc(Cl)cc3)c3ccccc31)C(C#N)=C(N)O2 (stereo not drawn)	-9%	-6%	-3%[57.1 µM]	-3	22%	0.5	22	?	0.4
O=C(c1ccc(F)cc1)n1nc(-c2ccc(Cl)cc2)nc1NCc1ccco1	-4%	-25%	4%	-5	1%	-0.4	/	0%	1.1
CN(C)C1(CNC(=O)CC(NC(=O)c2ccccc2Cl)c2ccccc2)CCCCC1 (stereo not drawn)	32%[activator]	-16%	7%	-2	15%	-1.9	-7	-1%	-0.2
CC(C)(C)NC(=O)CN(C(=O)CN1C(=O)C(=O)c2ccccc21)C(C)(C)C	-11%	3%	-13%	-1	-9%	0.3	-9	-3%	0.3
O=c1cc(O)c2ccccc2n1Cc1ccccc1	2%	-20%	8%	-2	4%[57.1 µM]	-0.1	5	?	0.1
COCCn1c(SCC(=O)Nc2ccc3c(c2)OCCO3)nc2c(c1=O)SC(C)C2 (stereo not drawn)	18%	-6%	-11%	18	7%[57.1 µM]	-0.3	5	-1%	-0.6
CCCCn1c(=O)n(C)c(=O)c2c(C(F)(F)F)cc(-c3ccncc3)nc21	0%	-10%	87%[activator]	4	19%	-0.2	4	13%	-1.2
CCn1c(CCC(=O)O)nc2cc(S(=O)(=O)N3CCOCC3)ccc21	3%	-18%	10%[57.1 µM]	/	11%[57.1 µM]	/	/	2%	/
Later entries.
SMILES	mIDH1 inhibitor	USP1-UAF1 inh	TrxR1 substrate	TRHR PAM	rTrxR1 inhibitor	D2 ag	D2 antagonist	Pin1 inh	TRHR ag
Cc1cc(C)c(Cn2c(=O)n(CCC(=O)NCCc3ccccc3)c(=O)c3ccccc32)c(C)c1	-8%	-27%	5%	1	16%	-1.0	/	?	0.4
CCCc1cc(=O)n2[nH]c(-c3ccco3)nc2n1	9%	-10%	18%	5	-15%	0.0	5	-1%	0.9
CCC(=O)Nc1cc(-c2nn3c(C)nnc3s2)ccc1C	-8%	-17%	8%	14	10%	0.7	2	-2%	0.4
CCN(CC)CCCNC(=O)c1c(C)oc2ncn(CC(C)C)c(=O)c12	-8%	-5%	-3%	-2	8%	/	/	-1%	0.9
Cc1[nH]c2c(ccc3ccccc32)c1C1C(CCN)C1(C)C (stereo not drawn)	7%	-24%	0%	-1	10%	-1.0	30	32%[activator]	1.1
O=C(N/C(=C/c1ccc([N+](=O)[O-])cc1)C(=O)N1CCCC1)c1ccccc1	-1%	-11%	-5%	2	2%	0.6	13	-7%	0.3
COc1ccc(C(=O)OCCc2ccc(O)cc2)cc1	21%	24%	-5%	2	2%[57.1 µM]	-1.3	-8	3%	-0.1
CCCOc1ccc(S(=O)(=O)N2CCN(C)CC2)c2ccccc12	1%	-20%	5%	20	17%	1.1	-25	6%	0.3
COC(=O)CSc1ncc(S(=O)(=O)c2ccccc2)c(=O)[nH]1	-6%	-9%	-3%	2	18%	-0.5	3	-3%	0.1
COc1ccc([C@@H]2[C@@H]3C(=O)N(C(C)(C)C)C(=O)[C@@H]3[C@]3(Cc4ccc(Cl)cc4)C(=O)N(c4ccc(C)cc4)C(=O)N23)cc1	5%	-19%	7%[57.1 µM]	-2	12%[57.1 µM]	1.0	-2	9%	0.5
CS(=O)(=O)N(CC(=O)N1CCc2ccccc2C1)c1ccc(Br)cc1	13%	-17%	-1%[57.1 µM]	/	15%[57.1 µM]	/	/	-14%	/
COC(=O)c1ccccc1NC1CC(=O)N(c2c(C)cccc2C)C1=O (stereo not drawn)	-1%	-18%	66%[activator][57.1 µM]	33*	26%[57.1 µM]	-0.4	11	-1%	1.1
Cc1ccccc1Oc1nc(-c2ccccn2)nc2ccccc12	3%	-20%	-9%	-6	6%[57.1 µM]	1.4	-13	-3%	0.2
CCOC(=O)C1(Cc2cccc(Cl)c2)CCCN(C2CCN(C(C)=O)CC2)C1 (stereo not drawn)	2%	-14%	8%[57.1 µM]	-3	7%[57.1 µM]	0.7	-9	31%[activator]	-0.3
CC1=CCC(C(=O)O)(C(=O)N/N=C/c2cccnc2)C(c2ccccc2)C1 (stereo not drawn)	3%	-12%	10%[57.1 µM]	8	17%[57.1 µM]	/	/	-3%	0.0
Cc1ccc(NC(=O)c2cn(CCC#N)nc2-c2cccs2)c([N+](=O)[O-])c1	6%	-21%	6%[57.1 µM]	-5	19%	-1.5	1	-3%	-0.5
Cc1ccccc1OCC(=O)Nc1nc(-c2ccncc2)cs1	9%	-8%	-15%	-5	-10%	-0.3	-11	14%	-0.3
C=C(C)CN(CC)c1nc(N)c2c(N)nc3c(c2c1C#N)CC(=O)N3C12CC3CC(CC(C3)C1)C2	3%	-9%	9%[57.1 µM]	-9	-3%[57.1 µM]	-1.3	-17	14%	-0.8
NC(=O)C1CCN(c2oc(-c3ccc(F)cc3)nc2S(=O)(=O)c2ccccc2)CC1	0%	-20%	-1%	-2	10%	0.1	8	-3%	0.5
COc1ccc(C(CNC(=O)C(CCSC)NC(=O)c2ccccc2OC)N2CCCCC2)cc1 (stereo not drawn)	2%	-7%	1%	-4	-3%	-0.7	-27	8%	-0.5
CC(C)(C)OC(=O)N1CCCC(C(=O)Nc2cccc(C(=O)NCCCCc3ccccc3)c2)C1 (stereo not drawn)	5%[38.3 µM]	-10%	-6%	/	18%	/	/	-1%	/
CCCCC(=O)Nc1cc(-c2nc3cccnc3s2)ccc1C	-16%	?	-2%	-9	23%	0.4	/	10%	0.3
COc1ccccc1N=NC1=C(O)CC(C)(C)CC1=O	3%	-12%	-12%	3	0%[57.1 µM]	1.7	-14	44%[activator]	0.3
Cc1ccc2c(c1)N(CCC(=O)NCC1CCCO1)C(=O)CO2 (stereo not drawn)	6%	-18%	15%	/	30%	/	/	-5%	/
C[C@H](CO)N1C[C@H](C)[C@@H](CN(C)S(=O)(=O)c2cccs2)Oc2c(NS(=O)(=O)c3ccc(F)cc3)cccc2C1=O	8%[38.3 µM]	-8%	-9%	/	-4%	/	/	-1%	/
O=C(Cn1c(=O)oc2cc(S(=O)(=O)N3CCCCC3)ccc21)NCc1ccc(F)cc1	-2%	-3%	-16%	5	-18%	-0.7	/	8%	-0.5

Grouped by structure: the compounds so far containing two or more sulfur atoms.
SMILES	mIDH1 inhibitor	USP1-UAF1 inh	TrxR1 substrate	TRHR PAM	rTrxR1 inhibitor	D2 ag	D2 antagonist	Pin1 inh	TRHR ag
COCCn1c(SCC(=O)Nc2ccc3c(c2)OCCO3)nc2c(c1=O)SC(C)C2 (stereo not drawn)	18%	-6%	-11%	18	7%[57.1 µM]	-0.3	5	-1%	-0.6
COC(=O)CSc1ncc(S(=O)(=O)c2ccccc2)c(=O)[nH]1	-6%	-9%	-3%	2	18%	-0.5	3	-3%	0.1
C[C@H](CO)N1C[C@H](C)[C@@H](CN(C)S(=O)(=O)c2cccs2)Oc2c(NS(=O)(=O)c3ccc(F)cc3)cccc2C1=O	8%[38.3 µM]	-8%	-9%	/	-4%	/	/	-1%	/

Bioassay records deposited in PubChem by National Center for Advancing Translational Sciences (NCATS).

Some of the compounds tested (hit frequency here may not be typical).
